# From PubChem
# 15-hLO-2 inh: inhibitors of human 15-lipoxygenase 2 (ALOX15B) | O15296 | purified 15hLO-2, xylenol orange hydroperoxide absorbance | Potency, µM (top dose mostly 57.1 µM), without a hit: at the top dose activity change, negative = inhibition, actives largely listed as inhibitors | hit rate 0.56% among 110,000 | AID 881; also: potency is read from the fitted curve at half-maximal effect; nearly all actives have a fitted effect of over 60% in size; many of its hits are not listed in these tables
#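 Read-out: hydroperoxide product oxidises ferrous iron, measured as xylenol orange complex via the 573-to-405 nm absorbance ratio after 30 min. Reaction: 50 nM enzyme, 15 min compound preincubation, 45 uM arachidonic acid, 90 min RT, Hepes pH 7.5 with Triton X-100.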
# ALOX12 inhib: 12-hLO (ALOX12) enzyme inhibition | purified 12-hLO, xylenol orange hydroperoxide absorbance | hit rate 0.12% among 150,000 | AID 1452 | Potency, µM (titrated, usually from 57.1 µM), inactives show at the top dose activity change, negative = inhibition, most hits filed as inhibitors | P18054; also: potency is read from the fitted curve at half-maximal effect; nearly all actives have a fitted effect of over 55% in size; many of its hits are not listed in these tables
#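 150 nM 12hLO, 25 mM Hepes pH 7.0 + 0.01% Triton X-100; cpd preinc 15 min RT; 40 uM arachidonic acid, 30 min RT; Fe-XO 30 min; A573/A405 ratio as read-out.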
# PNC assembly inh: blocks assembly of the perinucleolar compartment | activity change (PNC), negative = inhibition, % at 10 µM | hit rate 3.1% among 140,000 | PC3M PTB-GFP, PNC prevalence imaging, 16 h; active compounds read low | AID 2417;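 active = readout at or below -70, meaning at least 70% loss of cells showing the perinucleolar compartment, a nuclear body marking cancer cells; inconclusive = readout between -30 and a set limit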;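 also: plate controls were DMSO wells for no effect and camptothecin positive control wells for full effect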
#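 Compounds are pinned in duplicate onto adhered PC3M cells stably expressing GFP-tagged PTB and incubated 16 h at 37 C. Cells are then fixed, nuclei stained with Hoechst, and PNC-positive cells counted.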
# IMPase cell inh: cell-permeable inhibitors of inositol monophosphatase (IMPase) | P97697 | CHO-M1 cells, IP1 accumulation, HTRF TR-FRET ratio | inhibition (IP1 accumulation), % at 46.1 µM | 120,000 tested, under 10 active; active = well fitted curve in the direction sought with a large enough effect in the signal ratio, not every such curve was filed as active; inconclusive = small, poorly fitted or top-dose-only effect, or a change in a side signal; inactive = no such curve, though single readings can be large or run the other way; the % refers to the signal ratio;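 also: cells stimulated with carbachol in lithium chloride buffer; plate controls were DMSO basal wells for no effect and reference inhibitor wells for full effect; higher means more IMPase inhibition seen as more IP1 and lower FRET ratio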
# Target sequence (P97697 whole entry, looked up): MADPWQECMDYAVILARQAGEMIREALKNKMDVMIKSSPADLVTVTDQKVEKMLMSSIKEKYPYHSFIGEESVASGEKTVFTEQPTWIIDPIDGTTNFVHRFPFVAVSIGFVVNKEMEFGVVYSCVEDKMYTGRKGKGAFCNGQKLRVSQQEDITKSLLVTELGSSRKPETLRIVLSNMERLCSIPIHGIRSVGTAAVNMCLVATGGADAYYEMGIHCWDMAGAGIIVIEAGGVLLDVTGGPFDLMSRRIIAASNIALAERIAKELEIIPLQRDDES
#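 The IP-One HTRF competitive assay in carbachol-stimulated CHO-M1 cells quantifies cellular IP1. Compounds spanned up to 46 uM final, and activity is expressed as AC50 from concentration-response fits of the ratio and donor data.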
# Active calls of the source: *; ? = inconclusive; . = not tested or not shown; & = joins results of further samples; [ ] = remark or other dose. Unless noted, calls follow the shape of the dose curve; as a rule, active = well fitted curve in the direction sought with a large enough effect; inconclusive = small, poorly fitted or top-dose-only effect, or another doubt; inactive = no such curve, though single readings can be large; an effect the other way counts as inactive or inconclusive. Unless noted, % is scaled to controls: 0 for no effect and ±100 for the full control effect. This is a subset; the hit share may differ from the screen's.
cpd	15-hLO-2 inh	ALOX12 inhib	PNC assembly inh	IMPase cell inh	Molecule
1	-3.4%	0.5%	5.7	4.6	CCOC(=O)N1CCC(NC(=O)C2CCN(S(=O)(=O)c3cccc4cccnc34)CC2)CC1
2	.	-0.5%	18.8	.	Cc1ccc(/C=C/C(=O)N2CCc3ccccc32)o1
3	-15.3%	1.2%	-7.3	-2.4	COc1ccc(C(C)(C)C)cc1NC(=O)C1C2C=CC(C2)C1C(=O)O (centres undefined)
4	.	1.9%	?	.	COc1cc(C(=O)Nc2ccc(Oc3ncnc4sc(-c5ccccc5)cc34)cc2)cc(OC)c1OC
5	8.6%	-2.1%	0.9	12.0	O=C(CCS(=O)(=O)c1ccccc1)Nc1nc2c(s1)CCCC2
6	-4.7%	-2.5%	?	-3.6	O=S(=O)(NCC1CCCO1)c1ccc2oc3ccc(S(=O)(=O)NCC4CCCO4)cc3c2c1 (centres undefined)
7	-1.2%	-8.2%	-7.8	2.1	CN(C(=O)Nc1ccc(Cl)cc1)c1c2c(nn1C)CCCC2
8	-3.2%	-2.1%	?	3.8	Cc1cc(C)n(-c2ccc(C(=O)OCC(=O)N(CC(C)C)C3CCS(=O)(=O)C3)cc2)n1 (centres undefined)
9	-8.1%	2.4%	43.1	0.5	CCOc1cc(N2CCOCC2)c(OCC)cc1NC(=O)Cn1[nH]c(=O)c2ccccc2c1=O
10	.	1.6%	?	.	COc1ccc(/C=C2\SC(=S)N(CCCC(=O)Nc3ccccn3)C2=O)cc1OC
11	9.1%	9.0%	20.8	-1.2	Cc1cccc(Oc2ccccc2NC(=O)c2cnccn2)c1
12	-6.4%	-4.1%	40.5	17.5	O=C(Cc1cccs1)N(Cc1ccco1)C1(C(=O)NC2CCCC2)CCCCC1
13	4.3%	-0.1%	-25.4	-3.9	O=C(Cc1c(F)cccc1Cl)Nc1ccncc1
14	-15.5%	-0.4%	14.2	-2.7	Cc1ccc2c(c1)c1c3n2CCN(C(=O)CN2CCN(C)CC2)C3CCC1 (centres undefined)
15	?	-8.2%&-20.4%	60.8	.	COC(=O)[C@@]1(Cc2ccc(OC)cc2)[C@H]2c3cc(C(=O)N4CCCC4)n(Cc4ccc(C)o4)c3C[C@H]2CN1C(=O)c1ccccc1
16	.	-0.1%	-22.9	-7.2	Cc1cc(C(=O)CN2C(=O)NC3(CCCC3)C2=O)c(C)n1-c1ccc2c(c1)OCO2
17	?	-0.7%	15.7	-1.9[1.84 µM]	OC1(C(F)(F)F)CC(O)(C(F)(F)F)n2nc(-c3ccccc3)cc2N1 (centres undefined)
18	.	0.6%	-12.9	7.8	COC(=O)CN(C#N)c1nc(C)cc(C)n1
19	-12.0%	3.2%	18.1	-2.9	O=C(COC(=O)c1cccnc1Nc1cccc(C(F)(F)F)c1)NCc1ccc2c(c1)OCO2
20	-5.6%	-0.7%	52.0	8.1	CC(=O)Nc1ccc(N2S(=O)(=O)c3ccccc3S2(=O)=O)cc1
21	.	-5.6%	25.1	8.5	COc1ccc(-n2c(Cc3cccn3C)nnc2SCC(=O)NCc2ccco2)cc1
22	-5.6%	-0.9%	-5.3	-4.7	Cc1nnc(NC(=O)CCC(=O)N2CCN(CCc3ccccc3)CC2)s1
23	.	-5.0%	98.3	2.9	O=C(COc1ccc(Cl)cc1)NNC(=O)c1ccccn1
24	7.2%[11.4 µM]	-2.6%	-85.5*	7.0[1.84 µM]	O=C(CC(=O)NC1CCCCC1)N/N=C/c1cccc2ccccc12
25	-2.3%	-3.2%	5.8	-0.3	CNC(=O)c1nc[nH]c1C(=O)NC

# Compounds 5–20, reprinted for reference:
cpd	15-hLO-2 inh	ALOX12 inhib	PNC assembly inh	IMPase cell inh	Molecule
5	8.6%	-2.1%	0.9	12.0	O=C(CCS(=O)(=O)c1ccccc1)Nc1nc2c(s1)CCCC2
6	-4.7%	-2.5%	?	-3.6	O=S(=O)(NCC1CCCO1)c1ccc2oc3ccc(S(=O)(=O)NCC4CCCO4)cc3c2c1 (centres undefined)
7	-1.2%	-8.2%	-7.8	2.1	CN(C(=O)Nc1ccc(Cl)cc1)c1c2c(nn1C)CCCC2
8	-3.2%	-2.1%	?	3.8	Cc1cc(C)n(-c2ccc(C(=O)OCC(=O)N(CC(C)C)C3CCS(=O)(=O)C3)cc2)n1 (centres undefined)
9	-8.1%	2.4%	43.1	0.5	CCOc1cc(N2CCOCC2)c(OCC)cc1NC(=O)Cn1[nH]c(=O)c2ccccc2c1=O
10	.	1.6%	?	.	COc1ccc(/C=C2\SC(=S)N(CCCC(=O)Nc3ccccn3)C2=O)cc1OC
11	9.1%	9.0%	20.8	-1.2	Cc1cccc(Oc2ccccc2NC(=O)c2cnccn2)c1
12	-6.4%	-4.1%	40.5	17.5	O=C(Cc1cccs1)N(Cc1ccco1)C1(C(=O)NC2CCCC2)CCCCC1
13	4.3%	-0.1%	-25.4	-3.9	O=C(Cc1c(F)cccc1Cl)Nc1ccncc1
14	-15.5%	-0.4%	14.2	-2.7	Cc1ccc2c(c1)c1c3n2CCN(C(=O)CN2CCN(C)CC2)C3CCC1 (centres undefined)
15	?	-8.2%&-20.4%	60.8	.	COC(=O)[C@@]1(Cc2ccc(OC)cc2)[C@H]2c3cc(C(=O)N4CCCC4)n(Cc4ccc(C)o4)c3C[C@H]2CN1C(=O)c1ccccc1
16	.	-0.1%	-22.9	-7.2	Cc1cc(C(=O)CN2C(=O)NC3(CCCC3)C2=O)c(C)n1-c1ccc2c(c1)OCO2
17	?	-0.7%	15.7	-1.9[1.84 µM]	OC1(C(F)(F)F)CC(O)(C(F)(F)F)n2nc(-c3ccccc3)cc2N1 (centres undefined)
18	.	0.6%	-12.9	7.8	COC(=O)CN(C#N)c1nc(C)cc(C)n1
19	-12.0%	3.2%	18.1	-2.9	O=C(COC(=O)c1cccnc1Nc1cccc(C(F)(F)F)c1)NCc1ccc2c(c1)OCO2
20	-5.6%	-0.7%	52.0	8.1	CC(=O)Nc1ccc(N2S(=O)(=O)c3ccccc3S2(=O)=O)cc1

# More compounds.
cpd	15-hLO-2 inh	ALOX12 inhib	PNC assembly inh	IMPase cell inh	Molecule
26	1.7%	-2.3%	11.9	-11.5	CCOC(=O)CCP(=O)(O)C(C)(O)c1ccccc1 (centres undefined)
27	-0.6%	2.5%	-27.7	-0.8	O=C(CCN1C(=O)c2ccccc2C1=O)NCCN1CCOCC1
28	9.6%	0.5%	17.5	0.0	CCOc1ccc(N2C(=O)CC(Sc3nc(C)cc(C)c3C#N)C2=O)cc1 (centres undefined)
29	-5.5%[25.6 µM]	-1.6%[25.6 µM]	.	4.5[20.6 µM]	CC(=O)[C@H]1CC[C@@H]2[C@H]3CC=C4C[C@@H](O)CC[C@]4(C)[C@H]3CC[C@]12C
30	.	-5.2%	96.2	-0.3	COc1cc2c(cc1OC)CN(C(=O)CSc1nc(C)cc(C)c1C#N)CC2
31	-14.4%	-14.3%	21.4	5.4	COc1ccc(C2(CNC(=O)/C=C/c3ccco3)CCCC2)cc1OC
32	0.1%	-1.9%	6.3	1.6	O=C(CNC(=O)C1CCCCC1)NCCCO
33	-0.4%	-1.9%	?	-9.7	COc1ccc(-c2nsc3c(N4CCN(S(=O)(=O)c5ccccc5)CC4)ncnc23)cc1
34	.	-4.1%	-4.9	.	CCC(C)n1ncn(-c2ccc(N3CCN(c4ccc(O)cc4)CC3)cc2)c1=O (centres undefined)
35	-3.8%	3.5%	-3.3	0.7	CC(=O)Nc1ccc(S(=O)(=O)N(C)CC(=O)OCC(=O)N2CCc3ccccc32)cc1
36	2.4%	-8.0%	-14.8	8.5	CC(C)(C)C1CCc2onc(C(=O)NC3CCCC3)c2C1 (centres undefined)
37	.	4.6%	55.4	.	Cc1cc(S(=O)(=O)N(Cc2cccs2)Cc2ccccc2F)ccc1-n1cnnn1
38	-23.0%	-9.1%	2.4	6.9	COc1ccccc1/C=c1\sc2nc(-c3ccco3)nn2c1=O
39	-3.2%	-2.0%	1.4	-22.5	CCOC(=O)c1c(C)nc(C)c(C(=O)OCC)c1-c1ccccc1
40	.	-4.4%	-9.2	12.1	CC(NC(=O)CN(c1cccc(C(F)(F)F)c1)S(=O)(=O)c1ccc(Cl)c([N+](=O)[O-])c1)c1ccccc1 (centres undefined)
41	3.2%[11.4 µM]	-0.5%	?	6.0[1.84 µM]	O=C(c1ccc(N2CCOCC2)cc1)c1cccs1
42	.	-4.2%	-86.2*	.	O=C(O)c1cc(-c2cccc(Cl)c2)nc2nc(N3CCCCC3)sc12

# Single records (already shown). Screens in order: 15-hLO-2 inh	ALOX12 inhib	PNC assembly inh	IMPase cell inh
# `O=C(Cc1c(F)cccc1Cl)Nc1ccncc1` as listed: 4.3%	-0.1%	-25.4	-3.9
# `Cc1nnc(NC(=O)CCC(=O)N2CCN(CCc3ccccc3)CC2)s1` as listed: -5.6%	-0.9%	-5.3	-4.7
